Source: PubChem BioAssay (several laboratories)
CYP2C9 inh: blocks human cytochrome P450 2C9; P11712; CYP2C9 Supersomes, luciferin-H conversion, luminescence; inhibition, % at 5 µM; 96,000 tested, 20% active; AID 777;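 active = blocking of liver enzyme CYP2C9 beyond about 50% at 5 µM, limit read from the data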; note: values of inactives mirror those of a sister screen read the other way
CYP2C9 act: activators of human CYP2C9; P11712; recombinant CYP2C9, luciferin-H conversion, luminescence; active compounds read high; factor 1 = untreated enzyme, 0 = blocked; activation factor at 5 µM; 96,000 tested, 1.4% active; AID 1024;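 active = activation factor of 2 or more for CYP2C9 at a 5 µM dose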;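 note: 0 = sulfaphenazole-blocked wells and 1 = vehicle-only wells; values of inactives mirror those of a sister screen read the other way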
CYP2C19 act: cytochrome P450 2C19 (human) activation; recombinant CYP2C19, luciferin-H EGE luminescence; active compounds read high; 0 = fully inhibited enzyme, 1 = untreated enzyme; AID 1025; 96,000 tested, under 10 active; P33261; activation factor at 5 µM;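 active = activation factor of at least 2 at 5 µM in the primary screen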;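 note: 0 = wells with 2.5 mM tranylcypromine and 1 = vehicle-only wells; values of inactives mirror those of a sister screen read the other way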
PLK1 PBD inh: Plk1 (human) PBD binding inhibition | Plk1 PBD phosphopeptide binding, fluorescence polarization | inhibition, %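 (tested at about 20 µM)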 | 97,000 tested, 0.13% active; in the data active = inhibition above about 34%, passing the limit was not always enough
PLK1 inh: PLK1 (human) kinase inhibition; recombinant PLK1 kinase, TR-FRET peptide phosphorylation; P53350; AID 619; inhibition, % at 10 µM; 97,000 tested, 0.53% active;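 active = inhibition of 50% or more in the single-concentration screen; inactive = inhibition below 50%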;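 note: 0% = DMSO max control and 100% = H-89 dihydrochloride min control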
HIV Rev-RRE inh: HIV Rev-RRE protein-RNA interaction inhibition; 97,000 tested, 0.79% active; P05866; inhibition, % at 8 µM; Rev peptide-RRE RNA binding, FRET;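 active = inhibition above the screen-wide mean plus 3 SD, cut at about 35% in these data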;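 note: 0% = median DMSO wells and 100% = median Neomycin B control wells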
Target sequence (P05866 whole entry, looked up): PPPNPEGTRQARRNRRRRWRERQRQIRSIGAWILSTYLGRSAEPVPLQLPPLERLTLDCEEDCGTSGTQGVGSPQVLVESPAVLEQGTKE
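assay system = Cy5-tagged RRE RNA duplex with fluorescein-tagged Rev peptide | incubation = 5 + 15 min at 25 °C | also added = labelled Rev peptide | measure = % inhibition of FRET ratio versus controls | benchmarks = DMSO wells as 0% and neomycin B wells as 100% inhibition | measured by = FRET fluorescence readout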
EphB4 antag: EphB4-ephrin-B2 interaction antagonism; P54760; EphB4 LBD / TNYL-RAW-Alexa532 peptide, fluorescence polarization; inhibition, % at 7 µM; 97,000 tested, 0.15% active;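 active = inhibition above the screen-wide mean inhibition plus 3 SD, cut at about 15% in these data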;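 note: 0% = DMSO wells and 100% = excess unlabeled TNYL-RAW peptide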
CYP2C19 inhib: blocks human cytochrome P450 2C19. inhibition, % at 5 µM. P33261. 96,000 tested, 21% active. CYP2C19 Supersomes, luciferin-H EGE luminescence, 30 min;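 active = CYP2C19 inhibition above a set limit at 5 µM in the primary screen, cut at about 50% in these data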;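 note: plate controls were negative control wells for no effect and 2.5 mM tranylcypromine positive control for full effect; values of inactives mirror those of a sister screen read the other way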
PLAP activator: human PLAP activation | P05187 | purified PLAP enzyme, luminescent substrate read-out; active compounds read high | activation fold at 20 µM | 96,000 tested, 1.2% active; in the data active = activation fold above about 2
Target sequence (P05187 whole entry, looked up): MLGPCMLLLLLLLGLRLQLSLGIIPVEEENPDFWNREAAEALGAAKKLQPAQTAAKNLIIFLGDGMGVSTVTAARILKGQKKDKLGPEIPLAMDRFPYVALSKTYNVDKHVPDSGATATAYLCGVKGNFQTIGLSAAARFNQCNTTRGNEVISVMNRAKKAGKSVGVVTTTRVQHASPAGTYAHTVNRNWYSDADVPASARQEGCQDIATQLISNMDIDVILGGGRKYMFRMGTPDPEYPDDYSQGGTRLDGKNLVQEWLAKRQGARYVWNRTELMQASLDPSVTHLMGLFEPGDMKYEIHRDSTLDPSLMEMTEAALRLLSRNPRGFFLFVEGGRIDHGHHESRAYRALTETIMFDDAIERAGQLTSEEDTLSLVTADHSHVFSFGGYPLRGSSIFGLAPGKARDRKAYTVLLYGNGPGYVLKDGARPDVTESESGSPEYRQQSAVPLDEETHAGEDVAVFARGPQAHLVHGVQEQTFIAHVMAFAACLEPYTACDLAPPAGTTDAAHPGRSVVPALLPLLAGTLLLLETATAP
Active calls of the source: *; nt = not tested or not shown.

no.	Structure	CYP2C9 inh	CYP2C9 act	CYP2C19 act	PLK1 PBD inh	PLK1 inh	HIV Rev-RRE inh	EphB4 antag	CYP2C19 inhib	PLAP activator
1	COc1ccc(Cc2c(O)nc(SCC(=O)N3CCCCCC3)[nH]c2=O)cc1	nt	nt	nt	16	-6	8	2	nt	nt
2	COc1ccc(Cl)cc1Nc1nc(N)nc(C(F)(F)F)n1	39	0.6	0.6	4	-11	11	7	39	0.9
3	CCOC(=O)N1CCN(c2cc(=O)n(-c3ccc(OC)cc3)c(=O)[nH]2)CC1	3	1	1	nt	nt	nt	nt	-3	0.9
4	O=C(Cn1nnc(-c2ccncc2)n1)NCCc1ccccc1	72*	0.3	0.3	-21	-2	9	1	73*	1.7
5	COc1ccc2[nH]c3c(N4CCN(Cc5ccc6c(c5)OCO6)CC4)ncnc3c2c1	82*	0.2	0.4	1	17	3	7	58*	1.6
6	Cc1ccc(CNS(=O)(=O)N(C)C)cc1	12	0.9	0.4	13	-1	7	1	62*	0.8
7	CCCn1c(SCC(=O)N2CCCC2)nc2c1c(=O)n(C)c(=O)n2C	12	0.9	0.9	4	-9	3	5	13	1.1
8	CN(C)c1ccc(C(c2nnnn2CCOC(=O)Nc2ccc(Cl)cc2)N2CCOCC2)cc1 (stereo unspecified)	87*	0.1	0.1	27	-4	2	-2	93*	1.8
9	O=C(Nc1nccs1)C1CCCN1S(=O)(=O)c1cccc2cccnc12 (stereo unspecified)	54*	0.5	0.5	-21	-5	1	3	54*	0.8
10	O=C1Nc2ccccc2N(O)N1c1cc(-c2ccccc2Cl)no1	-28	1.3	1.1	8	-3	7	2	-6	1.2
11	COc1ccc(-c2cc(C(F)F)n3ncc(C(=O)N4CCSCC4)c3n2)cc1	76*	0.2	0.6	2	-18	11	-6	40	0.9
12	CCCn1c(NCc2cccs2)nc2ccccc21	-6	1.1	0.9	-13	-6	4	6	7	0.8
13	Cc1cccc2c1CC(C)(C)N=C2C1=C(O)CCCC1=O	0	1	1.1	22	-3	2	-4	-7	1.1
14	O=C(CSc1nnc(-c2ccccc2)o1)c1nnc(-c2ccccc2)o1	74*	0.3	0.9	nt	nt	nt	nt	9	1.4
15	CCCCCCSC1=C(C#N)C(c2ccc(C)o2)CC(=O)N1 (stereo unspecified)	47	0.5	0.8	3	-1	5	-1	19	0.7

no.	Structure	CYP2C9 inh	CYP2C9 act	CYP2C19 act	PLK1 PBD inh	PLK1 inh	HIV Rev-RRE inh	EphB4 antag	CYP2C19 inhib	PLAP activator
16	Cc1ccc(CNc2nc3c([nH]2)c(=O)n(C)c(=O)n3C)cc1	19	0.8	0.7	-31	0	-1	-8	26	0.9
17	CCCCn1c(=O)[nH]c(=O)c2c1nc(COc1ccc(C#N)cc1)n2CCC	90*	0.1	0.7	19	-12	7	-2	25	0.8
18	O=C(Nc1cccc(C(F)(F)F)c1)C1CCCCC1	69*	0.3	0.1	-17	2	13	1	87*	0.7
19	COc1ccccc1N1CCN(Cc2cc(=O)n3ccsc3n2)CC1	1	1	0.8	-2	-8	5	11	20	0.9
20	C/C(Cl)=C\CNC(C)c1ccccc1 (stereo unspecified)	6	0.9	0.5	-31	-15	4	-1	55*	0.9
21	CCCCSc1nnc(-c2c[nH]c3ccccc23)n1C	-1	1	0.4	-18	69*	7	2	56*	0.9
22	CCOc1ccccc1OCCOc1ccccc1OC(C)C	11	0.9	0.4	12	-16	8	-3	56*	0.8
23	Cc1nc2ccc(S(=O)(=O)NC(C(=O)N3CCC(C)CC3)C(C)C)cc2s1 (stereo unspecified)	29	0.7	0.9	-12	-8	1	0	13	1.5
24	O=C(NC1CCS(=O)(=O)C1)c1ccc(-c2ccc(Br)cc2)o1 (stereo unspecified)	9	0.9	0.8	6	-4	1	2	22	0.8
25	COc1cccc(C(=O)NC2=NCCS2)c1	nt	nt	nt	-14	-6	6	-5	nt	nt
26	CCCCN1C(=O)C2(NNc3ccccc3O2)c2ccccc21 (stereo unspecified)	18	0.8	1.1	-26	-14	73*	2	-10	36
27	C#CCSc1nnc(-c2ccc(C)cc2)o1	nt	nt	nt	6	-12	6	-2	nt	nt
28	Cc1ccc(-c2noc(CSc3nnnn3C3CCCCC3)n2)cc1	32	0.7	0.8	20	-16	14	3	21	1
29	C=CCN1C(=O)C2C(C(=O)NC)C3(C)C=CC2(O3)C1C(=O)NCc1ccc(OC)cc1 (stereo unspecified)	-9	1.1	1	nt	nt	nt	nt	0	1
30	O=C(c1ccc(-n2cccc2)cc1)N1CCN(Cc2ccccc2)CC1	5	1	0.9	-11	-7	6	2	14	1.5

no.	Structure	CYP2C9 inh	CYP2C9 act	CYP2C19 act	PLK1 PBD inh	PLK1 inh	HIV Rev-RRE inh	EphB4 antag	CYP2C19 inhib	PLAP activator
31	COc1ccc2nc(SCC(=O)N(C)C3CCCCC3)c(C#N)cc2c1	0	1	0.6	-3	-3	13	-1	37	1.3
32	Cc1ccc(C2C(C(=O)c3sc(C)nc3C)=C(O)C(=O)N2CCCN(C)C)o1 (stereo unspecified)	-7	1.1	1.1	nt	nt	nt	nt	-15	1
33	O=C(O)c1cccc(Cn2c(Cl)c(/C=N/NC(=O)c3ccccc3)sc2=O)c1	-3	1	0.8	-12	5	5	0	22	0.9
34	CC1=CN2CC(O)CN=C2C=C1 (stereo unspecified)	-10	1.1	1	22	1	6	-7	-2	1
35	COc1cc(OC)cc(C(=O)NC2CCN(Cc3nnnn3Cc3cccs3)CC2)c1	-13	1.1	0.5	0	-12	3	-6	47	1.7
36	CCn1c(CNC(=O)c2ccc3c(c2)OCO3)nnc1SCC(=O)Nc1cc(C)ccc1OC	14	0.9	0.8	3	-7	3	1	19	1.5
37	CCCNCc1cc(OCC)c(OCC(N)=O)cc1Br	-15	1.2	0.8	-8	-6	5	0	16	0.9
38	CCOCCn1c(SCc2c(F)cccc2Cl)nc2c1c(=O)[nH]c(=O)n2C	6	0.9	0.8	-11	-8	0	-10	22	0.7
39	COC(CNC(=O)CCc1c(C)nc2c(-c3ccc(F)cc3)c(C)nn2c1C)OC	41	0.6	0.5	-4	-8	4	2	46	1.8
40	O=C(CSc1ncn[nH]1)c1ccc2c(c1)OCO2	-18	1.2	0.9	-19	1	2	-8	8	1
41	CCN(CC)C(=O)CN(c1ccc(C)cc1)S(=O)(=O)c1ccc(SC)cc1	31	0.7	0.8	0	-6	3	-1	21	1.4
42	Cc1nc(N(C)C)c2sc(=S)n(C)c2n1	24	0.8	0.7	6	-7	10	6	31	0.9
43	CCOC(=O)/C(C#N)=C1/C=CN(c2ccc(C)cc2)C=N1	33	0.7	1	20	-2	9	-3	-1	0.8
44	O=C(NCc1ccccc1)c1c(F)c(F)c(F)c(F)c1F	-9	1.1	0.8	-1	-13	8	-2	24	1.2
45	O=C(Nc1nccs1)c1csc2c1CCCC2	nt	nt	nt	-26	-7	-6	-8	nt	nt

no.	Structure	CYP2C9 inh	CYP2C9 act	CYP2C19 act	PLK1 PBD inh	PLK1 inh	HIV Rev-RRE inh	EphB4 antag	CYP2C19 inhib	PLAP activator
46	Cc1c(NC(=O)C2CCCN2C(=O)c2cccs2)c(=O)n(-c2ccccc2)n1C (stereo unspecified)	nt	nt	nt	5	-3	4	4	nt	nt
47	Cc1ccc(N=Cc2nc(-c3ccco3)oc2O)cc1	56*	0.4	0.7	-25	-7	2	2	26	1
48	COc1ccc(C(CC(=O)Nc2ccc(Cl)cc2F)NC(=O)C(F)(F)F)cc1 (stereo unspecified)	18	0.8	0.7	13	-10	16	0	35	0.9
49	O=C(NCc1ccc(F)cc1)C(c1ccncc1)N(C(=O)c1csnn1)C1CC1 (stereo unspecified)	19	0.8	0.5	-12	-13	1	-5	54*	0.9
50	Cc1ccc(C(=O)NC2CC(C)(C)NC(C)(C)C2)c(C)c1	-7	1.1	1.1	13	-4	5	-2	-14	0.9
51	O=S(=O)(Nc1nc2ccc(S(=O)(=O)N3CCCC3)cc2s1)c1ccc(F)cc1	100*	0	1	7	-15	0	-3	2	1.4
52	CCOCCCNc1nc2ccccc2[nH]1	3	1	0.9	5	-7	4	2	7	0.8
53	CCN(CC)CCCN(Cc1cc2cc3c(cc2[nH]c1=O)OCO3)C(=O)Nc1ccccc1OC	0	1	0.9	-19	-9	6	6	10	1.5
54	CCOc1ccc2nc(-c3ccccc3)nc(SCC(=O)Nc3ncc(C)s3)c2c1	4	1	1	-27	-11	10	3	-3	1
55	O=C(CCCn1c(=O)oc2ccccc21)N1CCc2ccccc2C1	-1	1	0.2	-3	-14	1	-3	75*	1.4
56	Cc1cc(OC(=O)c2ccccc2Br)cc(=O)n1C	-30	1.3	0.9	-12	-5	1	-1	6	1
57	CN(c1cccc(NC(=O)CN2C(=O)c3ccccc3S2(=O)=O)c1)S(C)(=O)=O	15	0.9	1.2	-19	-5	8	2	-20	0.9
58	C=CCn1c(=N)c(C(=O)OCC)cc2c(=O)n3cccc(C)c3nc21	nt	nt	nt	0	0	2	2	nt	nt
59	Cc1ccc(-c2nc3cccnc3s2)cc1NC(=O)c1ccco1	nt	nt	nt	18	-6	1	-2	nt	nt
60	COc1ccc(C2NC(=O)c3ccccc3O2)c(OC)c1OC (stereo unspecified)	70*	0.3	0.2	14	-3	4	1	85*	1.2
61	Cc1nc2nc(C)c(CCC(=O)N3CCOCC3)c(C)n2n1	10	0.9	1	-13	-4	7	6	0	1
